Screening results: PubChem, several laboratories
Rab7 wt modul: modulators of GTP binding to Rab7, primary screen, biochemical, wildtype, multiplex bead flow cytometry. GST-Rab7 beads, fluorescent GTP binding; actives lie on both sides; untreated = 100%, excess cold GTP = 0%. GTP binding activity (percent of control), % at 10 µM. 190,000 tested, 0.055% active. AID 758, 2007;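 active means fluorescent GTP binding to Rab7 beads changed by at least 20 points from the 100% baseline, either direction, mostly lower; inconclusive means compound itself probably fluorescent, or too few beads counted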;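 further: median green fluorescence of bound Bodipy-FL-GTP per Rab7 bead population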
Avidin bead fluor: green autofluorescence of compounds with avidin beads – biophysical, 488/530 nm, flow cytometry, artefact control, profiling panel. compound fluorescence 488/530 nm; active compounds read high. fluorescence (KMESF) at 10 µM. 220,000 tested, 0.38% active; in the data active means fluorescence above about 47; further: inactives centre near 10
Rac1 wt GTP bind: wildtype Rac1 GTP binding modulators, primary screen, biochemical, GST-Rac1 beads, flow cytometry, multiplex; Ras-related C3 botulinum toxin substrate 1 (Homo sapiens), P63000; fluorescent GTP binding; actives lie on both sides; 0 = cold GTP competed, 100 = untreated; GTP binding activity (% of control), % at 10 µM; 190,000 tested, 0.27% active;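 active means GTP binding activity at least 20 points away from the 100% control level, either lower or higher; inconclusive means compound flagged as likely green fluorescent, judged across all proteins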
Mcl1-Bid inh: Mcl-1/Bid binding inhibitors, primary screen, biochemical, TR-FRET, 1536-well; TR-FRET Mcl-1/Bid-Dy647 peptide binding; inhibition, % at 21.7 µM; 220,000 tested, 0.97% active; AID 1021, 2008;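 active means compounds that cut the binding signal by more than half at the single screening dose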;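 further: His-tagged Mcl-1 with europium anti-His antibody binding Bid BH3 peptide; 0% = Mcl-1 plus peptide wells and 100% = peptide-only wells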
Target sequence (Q07820 whole entry, looked up): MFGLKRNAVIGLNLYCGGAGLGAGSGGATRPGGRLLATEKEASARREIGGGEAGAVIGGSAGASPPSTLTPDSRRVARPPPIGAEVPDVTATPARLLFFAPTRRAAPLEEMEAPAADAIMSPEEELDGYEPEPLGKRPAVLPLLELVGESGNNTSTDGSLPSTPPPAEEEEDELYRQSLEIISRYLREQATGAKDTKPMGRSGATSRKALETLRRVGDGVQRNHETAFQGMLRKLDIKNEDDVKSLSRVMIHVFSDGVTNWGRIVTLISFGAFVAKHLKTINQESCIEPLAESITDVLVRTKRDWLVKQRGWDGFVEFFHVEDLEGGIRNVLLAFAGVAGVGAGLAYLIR
Rab2A wt mod: modulators of GTP binding to Rab2A wildtype, primary screen, biochemical, dog, bead-based flow cytometry, multiplex. GTP binding activity, % at 10 µM. GST-Rab2 wt beads, Bodipy-GTP binding. Ras-related protein Rab-2A (Canis lupus familiaris), P61105. AID 760, 2007. 190,000 tested, 0.19% active;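 active means GTP binding activity at least 20 points away from 100%, either lowered or raised; inconclusive means signal likely due to the compound's own green fluorescence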;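 further: 0% = beads with excess unlabeled GTP and 100% = no-compound control corrected for plate trend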
HRas wt GTP bind: modulators of GTP binding to HRas wildtype, primary screen, biochemical, bead-based flow cytometry, multiplex | GTPase HRas (Homo sapiens), P01112 | GST-Ras wt beads, Bodipy-FL-GTP binding; actives lie on both sides | GTP binding activity, % at 10 µM | 190,000 tested, 0.14% active;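 active means GTP binding activity at least 20% away from the 100% baseline, either lowered as inhibitor or raised as activator; inconclusive means flagged as likely green fluorescent, judged across all proteins in the well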;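 further: 0% = unlabeled GTP competition control and 100% = no-compound control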
Target sequence (P01112 whole entry, looked up): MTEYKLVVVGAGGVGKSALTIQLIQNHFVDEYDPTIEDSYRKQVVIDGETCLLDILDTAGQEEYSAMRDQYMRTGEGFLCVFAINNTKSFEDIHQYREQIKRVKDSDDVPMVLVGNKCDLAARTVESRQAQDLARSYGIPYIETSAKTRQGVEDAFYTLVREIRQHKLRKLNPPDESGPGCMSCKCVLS
Mcl1-Noxa inh: Mcl-1/Noxa binding inhibitors, primary screen, biochemical, TR-FRET, 1536-well; Induced myeloid leukemia cell differentiation protein Mcl-1 (Homo sapiens), Q07820; AID 1022, 2008; 220,000 tested, 1.5% active; inhibition, % at 21.7 µM; TR-FRET Mcl-1/Noxa peptide binding, 2 h;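 active means compounds that cut the protein-peptide binding signal by more than 50% relative to plate controls in a single-dose test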;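 further: His-tagged Mcl-1 with rhodamine Noxa BH3 peptide and terbium anti-His antibody; 0% = Mcl-1 plus Noxa peptide wells and 100% = peptide-only wells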
Bim-Mcl-1: inhibitors of Bim peptide binding to Mcl-1, primary screen, biochemical, bead-based flow cytometry, multiplex. inhibition, % at 10 µM. 190,000 tested, 0.1% active. Bim peptide-Mcl-1 binding. Induced myeloid leukemia cell differentiation protein Mcl-1 (Homo sapiens), Q07820; in the data active means inhibition above about 40%;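 further: 0% = no compound tracer wells and 100% = peptide blocker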
Pf gametocyte: late stage P. falciparum gametocyte viability inhibitors, primary screen, ATP luminescence, HTS. P. falciparum stage V gametocytes, 24 h. inhibition, % at 10.9 µM. 150,000 tested, 0.065% active. AID 743093, 2013;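 active means inhibition above the mean plus 3 SD of compounds within the control limits, set per campaign, cut at about 38% in these data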;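 further: 0% = DMSO wells and 100% = medium only without gametocytes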
Cdc42 wt: modulators of GTP binding to wildtype Cdc42, primary screen, biochemical, multiplex bead flow cytometry, Bodipy-GTP; percent activity (GTP binding), % at 10 µM; Cell division control protein 42 homolog (Homo sapiens), P60953; 190,000 tested, 0.2% active; GST-Cdc42 beads; actives lie on both sides;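 active means percent activity GTP binding at least 20 points away from the 100% baseline, either down as inhibitor or up as activator; inconclusive means compound flagged as likely green fluorescent from well-wide comparison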;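 further: median bead fluorescence of bound Bodipy-FL-GTP at 100 nM; 0% = excess unlabeled GTP control and 100% = no compound control; below 100% means less GTP binding so inhibitor and above means activator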
Target sequence (P60953 whole entry, looked up): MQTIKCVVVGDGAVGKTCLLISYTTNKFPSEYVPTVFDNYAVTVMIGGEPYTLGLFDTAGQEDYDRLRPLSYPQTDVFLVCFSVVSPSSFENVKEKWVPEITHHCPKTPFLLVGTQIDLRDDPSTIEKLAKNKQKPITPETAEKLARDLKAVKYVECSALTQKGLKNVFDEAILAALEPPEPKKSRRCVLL
Rac1 act GTP bind: GTP binding modulators of activated mutant Rac1, primary screen, biochemical, bead-based flow cytometry, multiplex, fluorescent GTP. GST-Rac1 activated beads; actives lie on both sides; 100% means binding = to untreated wells. Ras-related C3 botulinum toxin substrate 1 (Homo sapiens), P63000. AID 764, 2007. percent activity (GTP binding), % at 10 µM. 190,000 tested, 0.11% active;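 active means GTP binding at least 20 percentage points away from the 100% baseline, in either direction, so actives lie on both sides; inconclusive means Compound likely fluorescent itself, or too few beads counted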
* hit, by the source's call; ? = inconclusive; / = no result given.

SMILES | Rab7 wt modul | Avidin bead fluor | Rac1 wt GTP bind | Mcl1-Bid inh | Rab2A wt mod | HRas wt GTP bind | Mcl1-Noxa inh | Bim-Mcl-1 | Pf gametocyte | Cdc42 wt | Rac1 act GTP bind
O=C(CN1C(=O)CSc2cc(S(=O)(=O)N3CCCCCC3)ccc21)NCCc1ccccc1 | 100 | 7 | 102 | 9 | 98 | 98 | 15 | -4 | / | 99 | 100
CC(C)CNS(=O)(=O)c1ccc(CCC(=O)N2CCN(Cc3ccccc3)CC2)cc1 | 98 | 10 | 106 | -6 | 98 | 102 | 9 | 4 | / | 101 | 98
COc1ccc(C(=O)NC(=S)NCc2cccnc2)cc1OC | 94 | 12 | 100 | -21 | 95 | 95 | 5 | -1 | -6 | 97 | 98
C/C(=N\NS(=O)(=O)c1ccccc1)c1cccc(NC(=O)c2cccc(Cl)c2)c1 | 100 | 12 | 102 | -1 | 99 | 98 | 12 | 7 | 15 | 99 | 100
CCOc1ccc(-c2n[nH]c(C)c2Oc2ccccc2OC)c(O)c1 | 97 | 10 | 102 | -20 | 102 | 103 | 23 | 0 | / | 101 | 102
CCCCSc1nnc(-c2ccccc2N)c(=O)[nH]1 | 99 | 14 | 103 | -40 | 99 | 100 | 13 | -6 | 7 | 103 | 100
CCOc1ccc(NC(=O)CN2CCN(C3c4ccccc4-c4ccccc43)CC2)cc1 | 95 | 4 | 103 | -29 | 102 | 97 | 7 | -5 | -7 | 98 | 99
COc1ccc(Nc2oc(-c3ccc(Cl)cc3)nc2C#N)cc1 | 96 | 17 | 97 | -41 | 96 | 100 | 5 | 0 | / | 98 | 95
CC1(C)CC(CC(=O)Nc2nccs2)(c2ccccc2)CCO1 (centres undefined) | 100 | 20 | 106 | -10 | 98 | 100 | 4 | -2 | 1 | 102 | 99
O=S(=O)(Nc1ccc2c(c1)OCCO2)c1cccs1 | 97 | 9 | 101 | -49 | 95 | 98 | -16 | -2 | / | 99 | 98
N#C/C=C(/N)N1CCN(c2ccc(Cl)c(Cl)c2)CC1 | 94 | 10 | 97 | -33 | 94 | 97 | 13 | -5 | 31 | 94 | 95
Cn1nnnc1SCC(=O)N1CCCc2ccccc21 | 98 | 5 | 104 | -2 | 98 | 101 | -4 | 1 | / | 101 | 97
O=C(NCCc1ccccn1)c1ccc(S(=O)(=O)N2CCCCCC2)cc1 | 97 | 5 | 100 | -27 | 96 | 97 | -6 | 0 | 6 | 100 | 97
CN(C)c1cccc2c(C=C(C#N)C#N)ccc(N(C)C)c12 | 99 | 13 | 107 | -60 | 100 | 104 | 12 | -1 | 10 | 100 | 99
O=C1C=C(O)CC(c2ccco2)C1 (centres undefined) | 95 | 32 | 104 | -40 | 99 | 100 | 10 | -10 | / | 99 | 99
Cc1ccc(C(=O)O)c(C(=O)Nc2nc(C)cs2)c1 | 100 | 22 | 100 | 5 | 97 | 100 | 1 | 0 | -4 | 98 | 97
C=CCOc1ccc(C2NC(=S)NC(c3ccccc3)=C2C(C)=O)cc1OC (centres undefined) | 105 | 9 | 98 | -40 | 98 | 98 | 7 | 2 | -1 | 99 | 96
COCc1nn2c(N)c(C#N)cnc2c1-c1ccccc1 | 100 | 8 | 93 | -10 | 87 | 91 | -6 | 1 | -4 | 90 | 93
Cc1ccc(C(=O)Nc2ccccc2-c2ccccc2)cc1S(=O)(=O)Nc1cccc(C)c1C | 95 | 3 | 99 | -15 | 96 | 97 | -12 | -5 | / | 98 | 97
O=C(CCNC(=O)c1ccccc1Cl)Nc1ccc2c(c1)OCO2 | 100 | 8 | 103 | -10 | 100 | 101 | 0 | 2 | / | 102 | 101
COc1ccccc1CC(=O)Nc1cccc2c1CCCC2 | 98 | 6 | 104 | -13 | 102 | 101 | 6 | -3 | -3 | 103 | 104
C/C(N)=C(/C#N)C(=O)CSc1nnnn1-c1ccc(C)cc1C | 100 | 5 | 100 | -17 | 99 | 99 | 22 | 1 | / | 100 | 97
CCOC(=O)c1c[nH]c2c3c(ccc2c1=O)CCCC3 | 99 | 12 | 101 | -9 | 101 | 100 | 17 | -3 | 20 | 100 | 100
CCCC(=O)Nc1sc(C)c(-c2ccc(C(C)CC)cc2)c1C#N (centres undefined) | 101 | 22 | 104 | -37 | 101 | 102 | -17 | 1 | / | 102 | 99
CCc1nc2ccccc2c(=O)n1NC(=O)c1c(O)c2ccccc2[nH]c1=O | 91 | 5 | 92 | 6 | 93 | 93 | -22 | 5 | 0 | 91 | 92
CCOc1ccccc1N(C(=O)Nc1ccc(Cl)cc1)C1=NCCS1 | 101 | 23 | 108 | -16 | 99 | 104 | 13 | 10 | / | 106 | 99
C/C(=N/N=C1/NC(=O)CC(C(=O)Nc2ccccc2)S1)c1cccs1 (centres undefined) | 98 | 13 | 105 | -10 | 99 | 103 | 21 | -6 | 3 | 100 | 99
Cn1c(-c2c(N)n(CCc3ccccc3)c3nc4ccccc4nc23)nc2ccccc21 | 88 | 19 | 93 | -72 | 90 | 93 | -58 | -2 | / | 96 | 94
Cc1c(NC(=O)CSc2ncccn2)c(=O)n(-c2ccccc2)n1C | 104 | 14 | 102 | -25 | 101 | 101 | -8 | 1 | 18 | 96 | 98
Cc1cc(NC(=O)c2oc3ccccc3c2C)ccc1-n1cnnn1 | ? | 15 | ? | -9 | ? | ? | 8 | -4 | -8 | ? | ?
NCCCN1CCOCC1 | 103 | 22 | 105 | -18 | 104 | 105 | 11 | -3 | 32 | 105 | 99
COC(=O)c1[nH]c2cc(OC)ccc2c1NC(=O)c1ccc2c(c1)OCO2 | 105 | 11 | 107 | -6 | 105 | 106 | 26 | -5 | 16 | 106 | 100
CCn1c(C)cc2c(c1=O)C(c1ccccc1)C(C(=O)OC)=C(N)O2 (centres undefined) | 94 | 12 | 95 | -21 | 95 | 98 | 5 | -3 | / | 96 | 92
CC(=O)C1=C(C)NC(SCC(N)=O)=C(C#N)C1c1sccc1C (centres undefined) | 101 | 17 | 102 | -35 | 101 | 104 | -2 | -2 | 14 | 100 | 102
COCc1cc(C)nc2sc(C(=O)OC(C)C)c(N)c12 | 96 | 39 | 94 | -27 | 97 | 98 | 31 | -3 | -3 | 98 | 97
Cc1ccc(C)n1-c1sccc1C(=O)O | 99 | 12 | 98 | 93* | 98 | 95 | 95* | -4 | / | 93 | 94

Of the compounds above, these have a COOH group:
SMILES | Rab7 wt modul | Avidin bead fluor | Rac1 wt GTP bind | Mcl1-Bid inh | Rab2A wt mod | HRas wt GTP bind | Mcl1-Noxa inh | Bim-Mcl-1 | Pf gametocyte | Cdc42 wt | Rac1 act GTP bind
Cc1ccc(C(=O)O)c(C(=O)Nc2nc(C)cs2)c1 | 100 | 22 | 100 | 5 | 97 | 100 | 1 | 0 | -4 | 98 | 97
Cc1ccc(C)n1-c1sccc1C(=O)O | 99 | 12 | 98 | 93* | 98 | 95 | 95* | -4 | / | 93 | 94

(listing goes on)
SMILES | Rab7 wt modul | Avidin bead fluor | Rac1 wt GTP bind | Mcl1-Bid inh | Rab2A wt mod | HRas wt GTP bind | Mcl1-Noxa inh | Bim-Mcl-1 | Pf gametocyte | Cdc42 wt | Rac1 act GTP bind
CCOC(=O)N1CCC(Nc2c(N3CCN(c4cccc(C(F)(F)F)c4)CC3)c(=O)c2=O)CC1 | 102 | 8 | 101 | -25 | 100 | 102 | 20 | 3 | 12 | 101 | 99
CCOC(=O)N1CCN(C(=O)CSCc2nc(-c3ccccc3C)oc2C)CC1 | 100 | 17 | 96 | -22 | 99 | 103 | 12 | -3 | 14 | 101 | 96
COc1ccc(/C(C)=N/NC(=O)c2sccc2-n2cccc2)cc1 | 98 | 10 | 100 | -16 | 103 | 102 | 18 | -1 | 2 | 101 | 98
COc1ccc(C(C)(C)C)cc1NC(=O)c1ccc2c(c1)SC1=NS(=O)(=O)CCN12 | 105 | 12 | 99 | -20 | 99 | 101 | -12 | 0 | 8 | 97 | 95
COc1ccccc1N1CCN(C(=O)C(Sc2ccccc2)c2ccccc2)CC1 (centres undefined) | 94 | 7 | 98 | -17 | 95 | 96 | 4 | -2 | / | 97 | 97
O=C(COc1ccccc1-c1ccccc1)NNC(=O)NC1CCCCC1 | 103 | 11 | 100 | -21 | 96 | 97 | 15 | -3 | 2 | 95 | 95
CC1CCCN(C(C(=O)Nc2ccc3c(c2)OCCO3)c2ccccc2)C1 (centres undefined) | 97 | 6 | 102 | 0 | 101 | 101 | 7 | 0 | / | 103 | 99
COc1ccc(-c2ccc(-c3nnn(CC(=O)N4CCOCC4)n3)cc2)cc1 | 97 | 12 | 103 | 2 | 98 | 100 | 9 | 0 | -38 | 103 | 98
CNc1nc(N)c([N+](=O)[O-])c(NCCO)n1 | 99 | 12 | 105 | -22 | 99 | 98 | -4 | 0 | 4 | 100 | 101
CCOC(=O)c1ccc(NC(=O)COc2ccccc2CNCCc2ccccc2)cc1 | 99 | 4 | 92 | 2 | 95 | 94 | 4 | -2 | -14 | 89 | 93
O=C(CN1C(=O)CSC1=O)Nc1ccccc1F | 103 | 19 | 105 | -14 | 99 | 102 | 6 | -5 | / | 100 | 98
CCN(CC)c1ncnc2ccc(Br)cc12 | 100 | 10 | 99 | 15 | 101 | 100 | 20 | 0 | -33 | 101 | 95
CC(C)(C)c1cc(CN2CCN(CCC#N)CC2)cc(C(C)(C)C)c1O | 100 | 37 | 103 | 18 | 100 | 101 | -15 | 0 | / | 105 | 100
Cc1ccccc1C(=O)Nc1ccc(C(=O)N/N=C/c2ccc(O)c(Br)c2)cc1 | 94 | 7 | 87 | -32 | 93 | 93 | 58* | 1 | -11 | 90 | 95
COc1ccc(Cl)c(NC(=O)NCCN2CCN(c3ccccc3)CC2)c1 | 100 | 7 | 97 | -12 | 94 | 97 | 7 | 0 | -9 | 95 | 95
O=C(Nc1cccnc1)c1ccc(Cl)c([N+](=O)[O-])c1 | 94 | 8 | 98 | -16 | 95 | 96 | 14 | 0 | 19 | 96 | 94
C=C(C)Cn1c(-c2cccc([N+](=O)[O-])c2)n[nH]c1=S | 90 | 5 | 88 | -20 | 87 | 90 | 12 | -3 | -7 | 88 | 88
